# ABCB6 inh 2: blocks the human ABCB6 transporter; Q9NP58; K562-ABCB6 porphyrin accumulation, flow cytometry, 1 h; hits give low values; fluorescence ratio to DMSO, % at 10 µM; hit rate 0.19% among 360,000; AID 602162;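 active = fluorescence ratio to DMSO below 75%, the collection mean minus 3 SD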;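 also: signal is porphyrin accumulated inside mitochondria; 100% equals median channel fluorescence of DMSO control wells; lower ratio means ABCB6 inhibition with less porphyrin fluorescence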
# aDG glyco up: increases alpha dystroglycan glycosylation | Pro5-aDG cells, alpha-DG glycosylation AlphaScreen (IIH6); 0% Pro5, 100% B10-LARGE cell signal | activation, % at 10 µM | hit rate 0.22% among 360,000;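 active = activation of at least 8% versus controls, or a plate z-score of at least 8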;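 also: Pro5 are CHO cells carrying HIG-tagged alpha-DG that lacks glycosylation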
# Exocytosis inh: lytic granule exocytosis inhibition. TALL-104 LAMP-1 surface exposure, flow cytometry; cells stimulated with thapsigargin and PMA. inhibition, % at 10 µM. hit rate 0.66% among 360,000. AID 651702;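 active = inhibition above about 55%, limit read from the data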
# Cardio protect: protects H9c2 cardiomyocytes from peroxide injury; hit rate 0.63% among 360,000; protection from H2O2 cell death, % at 20 µM; AID 588492; H2O2 injury protection, ATPLite, 2 h;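 active = compounds giving at least 50% protection of heart cells from peroxide-induced death in the single-dose screen, raw or plate-pattern-corrected value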;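 also: 0% = DMSO wells with peroxide and 100% = DMSO wells without peroxide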
# ABHD5-PLIN5 inh: blocks binding of human ABHD5 to perilipin-5; inhibition, % at 4 µM; hit rate 0.78% among 360,000; Q00G26+Q8WTS1; Split G. princeps luciferase complementation, luminescence, 4 h;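 active = inhibition above the mean inhibition across every tested compound plus 3 SD, cut at about 22% in these data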;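 also: 0% = DMSO only wells and the 100% control is not disclosed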
# Target sequence (Q00G26 whole entry, looked up): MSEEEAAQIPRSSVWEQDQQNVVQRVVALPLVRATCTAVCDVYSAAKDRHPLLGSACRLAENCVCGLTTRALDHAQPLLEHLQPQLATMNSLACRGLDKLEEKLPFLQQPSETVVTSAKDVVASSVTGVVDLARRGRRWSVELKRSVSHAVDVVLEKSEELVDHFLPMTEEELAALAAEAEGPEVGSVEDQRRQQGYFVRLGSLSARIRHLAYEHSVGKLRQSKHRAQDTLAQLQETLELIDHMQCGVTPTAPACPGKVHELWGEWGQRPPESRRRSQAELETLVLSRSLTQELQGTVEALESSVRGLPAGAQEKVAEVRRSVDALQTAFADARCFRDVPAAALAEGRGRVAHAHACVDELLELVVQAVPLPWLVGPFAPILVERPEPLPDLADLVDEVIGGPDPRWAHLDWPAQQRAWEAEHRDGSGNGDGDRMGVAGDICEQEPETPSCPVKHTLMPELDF
# Target sequence (Q8WTS1 whole entry, looked up): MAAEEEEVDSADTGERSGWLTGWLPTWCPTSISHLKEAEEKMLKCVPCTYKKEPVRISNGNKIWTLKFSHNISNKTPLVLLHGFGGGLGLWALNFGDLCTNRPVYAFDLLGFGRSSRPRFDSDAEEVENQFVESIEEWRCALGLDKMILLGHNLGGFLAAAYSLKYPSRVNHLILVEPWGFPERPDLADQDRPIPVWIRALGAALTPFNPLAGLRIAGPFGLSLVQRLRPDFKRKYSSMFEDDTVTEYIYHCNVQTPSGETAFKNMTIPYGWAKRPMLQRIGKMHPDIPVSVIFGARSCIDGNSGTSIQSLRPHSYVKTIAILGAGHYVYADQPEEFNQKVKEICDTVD
# MC4R antag cAMP: blocks human MC4R cAMP signaling | AID 540295 | inhibition, % at 6.5 µM | MC4R-expressing cells, MTII-stimulated cAMP, LANCE TR-FRET | P32245 | hit rate 0.48% among 360,000;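 active = inhibition above its plate's cutoff, the mean of tested wells on that plate plus 3 SD, cut at about 29% in these data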;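 also: 0% = Melanotan II alone and 100% = Melanotan II plus saturating MCL0020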
#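 material = U2OS cells stably expressing human melanocortin 4 receptor (MC4R) | also added = Melanotan II challenge | dosing = single nominal compound dose of 6.5 µM | detection = TR-FRET with Eu-cAMP and labeled anti-cAMP, 671 nm | replication = singlicate | timing = compound 30 min, challenge 1 h, detection 1 h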
# iPSC survival up: hiPSC single-cell survival enhancement | ATPlite luminescence; 100% = ROCK inhibitor wells, 0% = DMSO | hit rate 0.044% among 360,000 | survival enhancement, % at 20 µM; in the data active = survival enhancement above about 18%;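 also: cells exposed to compounds for 16 hours before the ATP read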
# Glyco luc inh: blocks N-linked glycosylation in D54 reporter cells | hit rate 0.23% among 360,000 | D54 ERlucT glycosylation luciferase reporter, 24 h; percent of 100 nM tunicamycin response | reporter increase, % at 12.5 µM | AID 588692;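 active = mean luciferase reporter signal, scaled so untreated is 0 and the glycosylation-blocking control 100, at or above a set limit in every replicate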;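 also: luciferase carries N-glycosylation sites so blocking glycosylation raises the light; 0% = median of neutral control wells and 100% = median of 100 nM tunicamycin wells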
# MC4R barr agon: agonists of human melanocortin 4 receptor (MC4R) beta-arrestin. P32245. U2OS MC4R beta-arrestin complementation, luminescence; percent of melanotan II response, DMSO zero. activation, % at 8.9 µM. hit rate 0.98% among 360,000. AID 540308;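 active = activation above a per-plate cutoff, the mean activation of sample wells on that plate plus 3 SD, cut at about 8% in these data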
# HTR2A ag: activates the mouse 5-HT2A serotonin receptor | CHO-K1 mHTR2A beta-arrestin complementation, luminescence; percent of 30 µM serotonin response | activation, % at 7.6 µM | hit rate 0.66% among 360,000 | P35363;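 active = activation above a run cutoff, the mean activation of all tested compounds plus 3 SD, cut at about 14% in these data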;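 also: 0% = plate median of compound wells and 100% = 30 µM serotonin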
# Starred values were filed as active, the others as inactive; / = no result given. Rows are unselected. Share with any hit: about 4.5%.
SMILES,ABCB6 inh 2,aDG glyco up,Exocytosis inh,Cardio protect,ABHD5-PLIN5 inh,MC4R antag cAMP,iPSC survival up,Glyco luc inh,MC4R barr agon,HTR2A ag
CC(=O)c1ccc(OC(=O)C2c3ccccc3Oc3ccccc32)cc1,100,0.1,0,2,-2,12,-0.7,4,-0.7,-1
COc1ccccc1N1CC(C(=O)Nc2cc(C(F)(F)F)ccc2N2CCCC2)CC1=O (stereo not drawn),100,0.0,0,2,4,13,0.1,3,-0.8,-8
CC(C)c1cc(N=O)cc(C(C)C)c1O,105,-0.1,-6,-7,-8,12,-0.4,-1,1.7,-4
COc1ccc(CSc2nc(C)cc(C)c2C#N)cc1,94,-0.1,3,-1,-13,-6,0.5,-1,1.0,-2
O=C1c2ccccc2NC(c2ccc(-c3ccccc3F)o2)N1O (stereo not drawn),97,0.0,5,47,5,6,-0.9,-1,0.1,-3
C/C(=N\NC(=O)c1ccccc1O)c1c(O)cc(C)oc1=O,102,-0.1,-3,7,-9,7,6.7,2,-1.3,1
COCCOC(=O)c1c(C)oc2cc(Br)c(OCC(N)=O)cc12,101,-0.3,0,6,1,-4,-2.5,5,-2.1,4
O=C(Cc1ccccc1)NCC(=O)N1CCN(c2ccccc2F)CC1,97,0.2,9,2,-2,16,-0.4,3,-0.7,-8
Cn1c(=O)oc2cc(S(=O)(=O)N3CCCC(C(=O)NCC4COc5ccccc5O4)C3)ccc21 (stereo not drawn),95,-0.1,2,0,2,-5,0.4,0,-0.9,-3
COc1cccc(-c2cccc(NC(=O)C3CCN(Cc4ccc(C)o4)CC3)c2)c1,95,0.2,1,-2,3,1,0.2,-1,-0.4,-6
CCCCOc1ccc(C(=O)Nc2ccncc2)cc1,106,5.7,-5,-27,-3,-3,1.3,0,-0.9,-2
O=C(NCc1cccc(Cl)c1)C1Cc2c(-c3ccccc3Oc3ccccc3)ccnc2O1 (stereo not drawn),94,0.7,6,-9,6,6,-1.1,-2,1.9,5
Cc1cc(-c2ccccc2)c2c3c(c(-c4ccccc4)n2n1)c(=O)n(C)c(=O)n3C,96,0.1,7,3,-2,1,-0.2,-5,-1.4,-1
Cc1nc2ccccc2c(=O)n1/N=C/C=C/c1ccccc1,105,0.1,-1,7,-5,-1,-0.5,1,1.3,0
CCCCN(C(=O)c1cc(CC)c(C)s1)c1c(N)n(CCC)c(=O)[nH]c1=O,97,0.0,6,1,3,-1,1.1,-1,-2.4,-2
CN1CCN(C(=O)CCN2C(=O)/C(=C\c3ccccc3F)SC2=S)CC1,102,0.1,-1,-2,-1,2,-0.1,12,-3.9,1
COc1ccc(S(=O)(=O)NCC(c2ccc(F)cc2)N2CCN(C)CC2)cc1 (stereo not drawn),100,-0.3,0,0,5,3,0.1,0,-0.9,0
O=C(NCc1ccncc1)/C(=C/c1cccc([N+](=O)[O-])c1)NC(=O)c1ccccc1,98,-0.1,1,4,0,26,-0.7,1,-0.1,-1
Cc1cc(C)n(-c2cc(O)c(-n3nc(C)cc3C)cc2O)n1,96,0.5,-2,12,-4,24,1.8,0,-0.4,4
CCOC(=O)c1c(C)[nH]c(C(=O)COC(=O)C2CC2)c1C,97,0.4,-12,-5,2,6,0.0,-1,-1.9,2
O=C1CCC(C(=O)OCc2c(Cl)cccc2Cl)N1 (stereo not drawn),97,-0.2,0,4,3,-2,3.2,1,-0.5,-1
CNC(=O)/C(C#N)=C/c1cccc(Oc2ccccc2)c1,101,0.0,3,1,7,22,0.6,3,-0.4,-4
O=C(CSc1nc(O)c(C2CCCCC2)c(=O)[nH]1)N1CCOCC1,97,0.1,-11,-1,2,22,1.0,2,-1.2,0
CCn1c(=O)c([N+](=O)[O-])c(NCCN(C)C)c2ccccc21,99,-0.1,1,6,4,8,-0.3,5,-0.8,3
Cc1ccc(C(=O)NCCC(=O)N2CCC3(CC2)NCCc2[nH]cnc23)cc1,104,-0.2,-6,4,-4,-5,-0.2,1,-0.4,-3
Cn1nc(C(=O)OCC(=O)c2ccc[nH]2)c2ccccc2c1=O,95,0.1,-2,7,-2,13,4.4,1,-0.3,5
Cc1cc(C)n(-c2ccc(C(=O)Nc3ccccc3N3CCOCC3)cc2)n1,94,0.1,0,26,-4,10,2.0,1,0.7,0
Cn1c(CCN2CCN(c3ccccn3)CC2)nc2cc(NS(=O)(=O)c3ccccc3)ccc21,92,0.3,-1,-2,9,4,-0.4,-11,-2.5,1
Cc1ccc(OCCC(=O)Nc2ccc(S(=O)(=O)N3CCCC3)cc2)cc1,98,0.3,-4,-1,-7,9,1.1,-3,-1.6,-10
Cc1ccc(S(=O)(=O)CCC(=O)c2cccc([N+](=O)[O-])c2)cc1,104,-0.1,41,-20,33*,31*,-0.4,1,-3.3,-4
CCCc1nc2ccc(C)cn2c1Cc1ccc(OC)cc1C,106,0.3,-5,-8,-3,/,-0.2,2,/,2
COc1ccc(-c2cc(-c3ccccc3)nc(SCC(=O)Nc3ncc(C)s3)c2C#N)cc1,99,-0.3,-5,10,-1,26,-1.3,-7,4.0,-2
COc1c(C)cc(C(=O)C2CCCN(C(=O)CCCn3cncn3)C2)cc1C (stereo not drawn),95,-0.2,-1,-1,1,6,-0.6,1,-0.3,4
CCCCn1c(CCNC(=O)c2cccs2)nc2ccccc21,98,0.4,-3,8,5,-3,-0.5,0,-0.3,-5
CCCC1(C(=O)OCC)NC(c2ccco2)C2C(=O)N(C)C(=O)C21 (stereo not drawn),93,-0.2,2,2,6,5,0.4,-1,0.2,3
COCCn1cnc2c1c(=O)n(CC(=O)NC(=O)NC(C)(C)C)c(=O)n2Cc1ccccc1,92,0.1,-8,1,1,4,-0.4,-1,-1.2,1
CC1CCN(S(=O)(=O)c2cccc(C(=O)NCC3CCCO3)c2)CC1 (stereo not drawn),100,-0.1,0,-4,10,-2,-0.3,0,0.7,6
Cc1cc(NS(=O)(=O)c2ccc(NC(=O)CCCC(=O)O)cc2)nc(C)n1,100,0.0,1,5,4,13,-0.1,1,-0.3,3
CN(Cc1cc(=O)n2ccsc2n1)c1ccccc1,104,0.2,0,18,-1,7,-1.4,1,-3.3,-2
COc1ccc(N2CCN(C(=O)CNS(=O)(=O)c3ccc(C)cc3)CC2)cc1,101,0.3,-2,-2,5,-5,-1.9,1,-2.5,1
CCOC(=O)c1c(NC(=S)Nc2ccc(OC)cc2)sc2c1CCCCC2,97,-0.3,-6,-8,-8,0,-0.8,1,0.0,-2
Cc1ccc(S(=O)(=O)Nc2cc3c4c(c2)CCN4C(=O)CC3)cc1,103,-0.1,-5,0,10,6,0.1,11,-1.5,5
CCOC(=O)/C(=C\Nc1ccccc1C(F)(F)F)Sc1ncc(C(F)(F)F)cc1Cl,96,0.4,1,-9,1,-1,-3.1,2,-0.7,2
CCOC(=O)C1CCN(C(=O)c2ccc(Cl)c(NC3=NC4CS(=O)(=O)CC4S3)c2)CC1 (stereo not drawn),101,-0.1,-11,1,-5,2,-0.7,1,0.8,9
Cc1cc(C)c2nc(-c3ccccn3)cc(C(=O)NCc3ccco3)c2c1,105,0.0,-1,13,45*,-3,0.3,2,-0.6,0
COc1ccc(/C=C2\SC(=O)N(CC(=O)Nc3ccc(F)cc3)C2=O)cc1O,106,0.2,-9,-2,-5,11,-0.6,0,9.2*,-4
CCN(CC)S(=O)(=O)c1ccc(C(=O)OCn2c(SC)nnc(C)c2=O)cc1,101,-0.2,1,-10,0,1,3.2,0,-2.4,-2
Cc1ccc(-c2nnn(CC(=O)N(CC(=O)NCC3CCCO3)c3ccccc3)n2)o1 (stereo not drawn),89,0.0,0,-2,-4,-2,4.0,0,-1.2,5

# Quoted from the listing:
# CCOC(=O)C1CCN(C(=O)c2ccc(Cl)c(NC3=NC4CS(=O)(=O)CC4S3)c2)CC1 (stereo not drawn) in MC4R barr agon is listed with 0.8
# COc1ccc(/C=C2\SC(=O)N(CC(=O)Nc3ccc(F)cc3)C2=O)cc1O in MC4R barr agon is listed with 9.2*

# The list continues:
SMILES,ABCB6 inh 2,aDG glyco up,Exocytosis inh,Cardio protect,ABHD5-PLIN5 inh,MC4R antag cAMP,iPSC survival up,Glyco luc inh,MC4R barr agon,HTR2A ag
O=C(O)c1ccccc1C(=O)Nc1cc(C(F)(F)F)ccc1N1CCCC1,101,-0.1,-7,-3,2,14,-0.3,4,-1.3,-4
COc1cc(NC(=O)COC(=O)C2CC2)c(C)cc1[N+](=O)[O-],99,-0.1,-1,-3,-3,5,-1.4,-1,-2.5,-1
CC1=NN(c2ccc(S(=O)(=O)O)cc2Cl)C(=O)C1,93,-0.2,4,4,-5,6,3.3,0,1.5,5
COc1ccc2oc(=O)cc(CN3CCN(Cc4ccccc4)CC3)c2c1,97,0.0,-5,-7,8,-8,1.1,2,0.5,0
S=C(Nc1ccc2nsnc2c1)N1CCCC1,98,1.7,-1,-7,-16,9,-0.5,1,-1.9,7
Cc1ccc(-c2cc(C(=O)N3CCOCC3)no2)cc1,90,0.0,-7,-19,13,-6,-0.4,-19,1.1,1
O/N=C1\CCCc2c1nc(-c1ccccc1F)n2O,102,0.0,2,5,10,7,0.0,2,2.0,8
Cc1cc(CN(C)Cc2c(C(=O)N3CCCCCCC3)nc3ccc(Cl)cn23)n[nH]1,100,-0.1,-2,9,2,8,1.6,-1,-1.6,8
Nc1nc(N2CCOCC2)n[nH]1,100,0.2,0,8,-5,3,-0.7,3,-1.1,1
CCCC(=O)NC(=S)Nc1c(C)cc(Br)cc1C,95,0.5,0,-27,-9,1,1.1,-2,1.3,-4
Cc1ccc(CNC(=O)Cn2ncn3cccc3c2=O)cc1,101,-0.2,-1,-14,6,3,-0.7,-2,0.1,-1
N#Cc1c(NCCCO)nc(-c2ccco2)c2c1CCCC2,86,-0.1,15,37,35*,-3,-0.9,1,-2.8,0
OC(CNCc1ccc(Cl)cc1)(c1ccccc1)c1ccc(F)cc1 (stereo not drawn),97,-0.3,-1,-10,-1,12,0.3,-1,-0.8,-4
O=C(Cc1cccc(NC(=O)C2CCCN(C(=O)C3CC3)C2)c1)Nc1ccc(C(=O)N2CCCCC2)cc1 (stereo not drawn),103,-0.2,-2,-12,-3,-5,-0.3,1,1.6,-4
c1ccc2c3c(c(CN4CCCCC4)cc2c1)COC3,104,0.2,-9,-5,3,-1,1.0,2,-1.0,-11
O=C(Oc1ccc(Cl)c(Cl)c1)C1=CC=CN2CCS(=O)(=O)N=C12,99,-0.3,-2,-8,0,-5,-0.4,1,-3.1,-6
COc1cccc(C(=O)C(=O)N2CCN(C(=O)OCc3ccccc3)CC2)c1,/,0.1,-2,/,-20,/,/,/,/,-2
Cc1cc(C)n(CC(=O)c2cccc(N)c2)n1,96,0.8,2,4,14,0,0.0,1,1.8,8
CCN(CC)S(=O)(=O)c1cccc(NC(=O)COC(=O)CCC(=O)c2ccc(F)cc2)c1,98,-0.3,16,-1,2,2,-1.2,-1,-1.2,0
Nc1nc2ccccc2cc1S(=O)(=O)c1ccccc1,100,0.2,-3,-3,1,6,1.2,-3,-1.3,1

# Source: PubChem BioAssay (several laboratories)
